# Hsp70 displacement: Hsp70 inhibitors, probe displacement, primary screen, biochemical, fluorescence polarization (AID 583) | Hsp70 fluorescence polarization probe displacement, mP; higher % means a stronger effect | one-dose displacement, % at 20 µM; IC50 in µM for titrated hits | 140,000 compounds, 0.06% hits; in the data active = displacement above about 50%;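 also: plate controls were vehicle for no effect and reference ligand for full effect; a part of the inactive calls stands beside numbers as strong as those of hits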
# MKP-3 inhibition: inhibition of rat DUSP6 enzyme activity – biochemical, in vitro, primary screen (AID 425); recombinant MKP-3 phosphatase activity, fluorescence; higher % means a stronger effect; inhibition, % at 20 µM, or IC50 in µM where a hit was titrated; 110,000 compounds, 0.17% hits; in the data active = inhibition above about 50%;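 also: plate controls were vehicle for no effect and reference inhibitor for full effect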
# The depositor's hits bear a star; . = not tested or not shown.
(1) CCCC1CC(c2csc(N)n2)CCO1 (configuration not stated)
(2) CC1CN(c2oc(Cc3cccc4ccccc34)nc2C#N)CC(C)O1 (configuration not stated)
(3) COCC(C)n1c(C)cc(C(=O)CSc2ccc(NC(C)=O)cc2)c1C (configuration not stated)
(4) Cc1ccccc1NC(=O)/C(=C/c1ccco1)c1ccccc1
(5) O=C(Nc1cc(C(F)(F)F)ccc1N1CCCCC1)c1cccc([N+](=O)[O-])c1
(6) COc1ccc(CC(=O)N2N=C(C)CC2(O)c2ccc(Br)cc2)cc1OC (configuration not stated)

assay / entry | 1 | 2 | 3 | 4 | 5 | 6
Hsp70 displacement | -0.2% | 1.8% | 4.1% | -1.7% | 0.5% | 4.5%
MKP-3 inhibition | 0.3% | -7.3% | . | . | 1.0% | 1.6%

(7) Cc1ccc(C)n1-c1cc(C(=O)O)ccc1O
(8) O=C(NCc1ccccc1)/C(NC(=O)c1ccccc1)=C(/Sc1ccccn1)c1ccccc1
(9) O=C(Nc1ccccc1)c1ccc(NCc2ccco2)c(S(=O)(=O)N2CCOCC2)c1
(10) C=C(C)c1cccc(C(C)(C)NC(=O)NCC2COCCO2)c1 (configuration not stated)
(11) CC(Oc1ccc(Cl)cc1Cl)C(=O)N1CCN(Cc2ccccc2)CC1 (configuration not stated)
(12) O=C1c2ccccc2NC(c2ccc3c(c2)OCO3)N1O (configuration not stated)

assay / entry | 7 | 8 | 9 | 10 | 11 | 12
Hsp70 displacement | 27.0% | 6.8% | 8.9% | 1.6% | 0.5% | 0.6%
MKP-3 inhibition | 32.6% | . | -7.2% | -6.3% | -0.2% | 4.5%

(13) COCCn1c(SCC(=O)Nc2ncc(Cl)c(C)c2Cl)nc2ccccc21
(14) CCOC(=O)N1CCN(C(=O)c2ccc3nc(N4CCC(C)CC4)sc3c2)CC1
(15) CCOc1ccc(Cc2n[nH]c(=S)n2N)cc1
(16) CCOc1ccc(Br)cc1/C=C1/C(=O)NN(c2ccccc2)C1=O
(17) COc1cccc(/C=C2\N=C(c3ccccc3Br)OC2=O)c1
(18) CCCCCNC(=O)c1ccc2c(=O)n(CC3CCCO3)c(=O)[nH]c2c1 (configuration not stated)

assay / entry | 13 | 14 | 15 | 16 | 17 | 18
Hsp70 displacement | 3.9% | 0.3% | -6.6% | 5.0% | 3.3% | 1.3%
MKP-3 inhibition | -2.3% | 3.8% | 3.0% | 3.7% | -4.9% | -8.3%

# Six entries picked at random from those above:
(15) CCOc1ccc(Cc2n[nH]c(=S)n2N)cc1
(13) COCCn1c(SCC(=O)Nc2ncc(Cl)c(C)c2Cl)nc2ccccc21
(14) CCOC(=O)N1CCN(C(=O)c2ccc3nc(N4CCC(C)CC4)sc3c2)CC1
(17) COc1cccc(/C=C2\N=C(c3ccccc3Br)OC2=O)c1
(18) CCCCCNC(=O)c1ccc2c(=O)n(CC3CCCO3)c(=O)[nH]c2c1 (configuration not stated)
(16) CCOc1ccc(Br)cc1/C=C1/C(=O)NN(c2ccccc2)C1=O

assay / entry | 15 | 13 | 14 | 17 | 18 | 16
Hsp70 displacement | -6.6% | 3.9% | 0.3% | 3.3% | 1.3% | 5.0%
MKP-3 inhibition | 3.0% | -2.3% | 3.8% | -4.9% | -8.3% | 3.7%

# Other structures
(19) Cc1cc(C)nc(SCNC(=O)c2ccc(Cl)cc2)n1
(20) Cc1ccc(S(=O)(=O)N(CC(=O)N2CCN(c3ccc(F)cc3)CC2)C2CCCCC2)cc1
(21) O=C(COC(=O)CSCC(=O)N1CCCCC1)NCc1ccc(F)cc1
(22) Cn1ccnc1-c1nc2ccccc2[nH]c1=O
(23) O=C(Nc1ccc(OC(F)(F)F)cc1)c1cccc2c(Br)cccc12
(24) Cc1ccc(CN(Cc2cc3cccc(C)c3[nH]c2=O)C(=O)N(C)C)cc1

assay / entry | 19 | 20 | 21 | 22 | 23 | 24
Hsp70 displacement | 1.5% | -3.2% | -4.5% | . | 3.7% | -0.3%
MKP-3 inhibition | . | . | -2.9% | -4.1% | 4.1% | -18.5%

(25) COC(=O)c1ccc(NC(=O)C2COc3ccccc3O2)cc1 (configuration not stated)
(26) COC(=O)C1=C(C)N(c2ccc(OC)cc2)C(=O)/C1=C\c1ccc(O)cc1
(27) CCOC(=O)c1c2c(n(C)c1C)C(=O)C(=O)c1ccc(Br)cc1-2
(28) O=C(CC(C(=O)O)C1CCCO1)Nc1cccc(C(F)(F)F)c1 (configuration not stated)
(29) COc1ccc(S(=O)(=O)NC2CCCCC2)cc1C
(30) Cc1nc(SCc2cccc(Oc3ccccc3)c2)n[nH]1

assay / entry | 25 | 26 | 27 | 28 | 29 | 30
Hsp70 displacement | -2.0% | 0.3% | 6.8% | -2.3% | -1.6% | -1.9%
MKP-3 inhibition | 1.8% | 2.6% | . | -1.4% | -11.4% | .

(31) CCCC1Cc2nc(N3CCCCC3)c(C#N)cc2CO1 (configuration not stated)
(32) CCOc1nc(C)nc(NC(=O)NS(=O)(=O)c2ccccc2Cl)n1
(33) O=C(NCC(c1cccnc1)N1CCN(c2ccc(F)cc2)CC1)OCc1ccccc1 (configuration not stated)
(34) CCN(CC)CCn1c(O)c(N=O)c2ccccc21
(35) O=[N+]([O-])c1ccc(CNCC2OCCc3ccccc32)cc1 (configuration not stated)
(36) CC1=C(C(=O)Nc2ccc(C)cc2)C(c2cccc(Br)c2)NC(=S)N1 (configuration not stated)

assay / entry | 31 | 32 | 33 | 34 | 35 | 36
Hsp70 displacement | 9.1% | -1.3% | -0.2% | 1.5% | -0.1% | 3.5%
MKP-3 inhibition | 0.1% | . | -2.4% | 0.8% | 0.2% | 0.7%

(37) Cc1cc(Oc2ccc(Cl)cc2)nc(-c2ccccc2O)n1
(38) COc1cc(OC)cc(C(=O)Nc2cc(Cl)ccc2C)c1
(39) CC(=O)N1CCN(C(CNS(=O)(=O)c2ccc(C)cc2)c2ccccc2)CC1 (configuration not stated)
(40) CCCCc1ccc(NC(=O)c2ccc([N+](=O)[O-])o2)cc1
(41) O=C(Nc1ccc(Cl)cc1)N1CCCc2ccccc21
(42) CCOC(=O)c1c(NC(=O)c2ccc(C)c(C)c2)sc(C(C)=O)c1C

assay / entry | 37 | 38 | 39 | 40 | 41 | 42
Hsp70 displacement | -2.8% | 2.9% | -0.9% | -2.2% | -4.4% | 1.0%
MKP-3 inhibition | -5.2% | -3.5% | 2.6% | -0.4% | 2.3% | 1.1%

(43) O=C1CN(c2ccc(Br)cc2)C(=O)N1CC(=O)N1CCCc2ccccc21
(44) CC(C)(C)C1=NN(C(=O)c2ccccc2)C(O)(C(F)(F)F)C1 (configuration not stated)
(45) O=C(CN(CC1CCCO1)S(=O)(=O)c1ccc(S(=O)(=O)NC2CC2)cc1)Nc1ccccc1 (configuration not stated)
(46) CCCc1nnc(NC(=O)CN2C(=O)C3C4C=CC(C4)C3C2=O)s1 (configuration not stated)
(47) COc1ccc(-n2ncc3c(NCc4ccc5c(c4)OCO5)ncnc32)cc1
(48) O=C(NCCC1=CCCCC1)C1CCN(S(=O)(=O)c2cccc3nonc23)CC1

assay / entry | 43 | 44 | 45 | 46 | 47 | 48
Hsp70 displacement | -4.5% | -2.0% | 5.4% | -4.8% | -1.2% | .
MKP-3 inhibition | -7.6% | -0.7% | 0.5% | -3.9% | -9.2% | -3.8%

(49) CCCCC(=O)Nc1nc2ccc3nc(C)sc3c2s1
(50) O=[N+]([O-])c1cc(-c2nnc(-c3ccco3)o2)ccc1Cl
(51) COc1ccc(Cl)cc1NC(=O)C12CCC(C)(C(=O)O1)C2(C)C (configuration not stated)
(52) O=C(NCc1ccc(N2CCCC2=O)cc1)Nc1cccc(Cl)c1
(53) Cc1nc2sc(C(c3cccc(F)c3)N3CCCCC3)c(O)n2n1 (configuration not stated)
(54) O=C(O)CCCC(=O)N1CC(=O)Nc2ccccc21

assay / entry | 49 | 50 | 51 | 52 | 53 | 54
Hsp70 displacement | 0.1% | -0.7% | -3.5% | 0.8% | 4.3% | -1.3%
MKP-3 inhibition | -4.4% | 0.4% | . | -4.6% | 2.0% | 0.2%

(55) CCS(=O)(=O)N1CCN(c2ccccc2F)CC1
(56) CCC(c1nnc(SCC(=O)Nc2nnc(-c3ccccc3)o2)n1Cc1ccccc1)N(C)C (configuration not stated)
(57) CC1=C(C(=O)OCc2ccc3c(c2)OCO3)C(c2ccc(F)cc2)NC(=O)N1 (configuration not stated)
(58) Cc1cc(C)n(S(=O)(=O)c2ccc(Br)cc2C)n1
(59) CC(=O)c1c(C)n(-c2ccccc2)c2ccc(OCC(O)CN3CCOCC3)cc12 (configuration not stated)
(60) CCOC(=O)c1ccc(NC(=O)c2ccc(I)cc2)cc1

assay / entry | 55 | 56 | 57 | 58 | 59 | 60
Hsp70 displacement | 0.6% | -0.7% | . | 6.7% | -5.8% | -0.5%
MKP-3 inhibition | -13.1% | -22.2% | -0.1% | 0.2% | -10.9% | 2.1%

(61) O=C(NCc1ccccn1)C(=O)Nc1nccs1
(62) COc1cccc(N=Cc2c(O)n(-c3cc(OC)ccc3OC)c(=O)[nH]c2=O)c1
(63) COC(=O)c1cc(NC(=O)CCc2c(C)nc3ncnn3c2C)cc(C(=O)OC)c1
(64) CC1(C)c2ccccc2N(CCO)C12C=Cc1cc([N+](=O)[O-])ccc1O2 (configuration not stated)
(65) O=C(c1cc(-c2ccc(Cl)cc2Cl)on1)N1CCOCC1

assay / entry | 61 | 62 | 63 | 64 | 65
Hsp70 displacement | -1.3% | -0.3% | 2.4% | 0.4% | -6.2%
MKP-3 inhibition | 0.1% | -0.2% | 2.6% | -2.1% | -13.9%

# Quoted from the results shown, 5 compounds:
(61) O=C(NCc1ccccn1)C(=O)Nc1nccs1
(62) COc1cccc(N=Cc2c(O)n(-c3cc(OC)ccc3OC)c(=O)[nH]c2=O)c1
(63) COC(=O)c1cc(NC(=O)CCc2c(C)nc3ncnn3c2C)cc(C(=O)OC)c1
(64) CC1(C)c2ccccc2N(CCO)C12C=Cc1cc([N+](=O)[O-])ccc1O2 (configuration not stated)
(65) O=C(c1cc(-c2ccc(Cl)cc2Cl)on1)N1CCOCC1

assay / entry | 61 | 62 | 63 | 64 | 65
Hsp70 displacement | -1.3% | -0.3% | 2.4% | 0.4% | -6.2%
MKP-3 inhibition | 0.1% | -0.2% | 2.6% | -2.1% | -13.9%

# 2 of these compounds, set out differently:
nr	SMILES	Hsp70 displacement	MKP-3 inhibition
63	COC(=O)c1cc(NC(=O)CCc2c(C)nc3ncnn3c2C)cc(C(=O)OC)c1	2.4%	2.6%
64	CC1(C)c2ccccc2N(CCO)C12C=Cc1cc([N+](=O)[O-])ccc1O2 (configuration not stated)	0.4%	-2.1%

# From PubChem BioAssay

# Some of the compounds tested (hit frequency here may not be typical).
